# From PubChem
# RGS4 inh = inhibitors of human regulator of G protein signaling 4. P49798. Transcreener GDP fluorescence polarization, RGS4-accelerated GTP hydrolysis. Potency, µM (doses to about 114 µM), for inactives: top-dose activity change, negative = inhibition, most hits filed as inhibitors. hit rate 0.039% among 390,000. AID 504845; also: potency is read from the fitted curve at half-maximal effect; % is scaled to controls: 0 for no effect and ±100 for the full control effect; nearly all actives have a fitted effect of over 75% in size; some results filed as inactive show a strong effect at the top dose
#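 MLSMR compounds (23 nl, pin-transferred) preincubated 10 min at room temperature with a 500nM (2x) first reagent, then RGS4 at 900nM (2x) plus Transcreener GDP mix added; fluorescence polarization (620/688 nm) read before and after 90 min at 30 °C.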
# Vif-APOBEC3F blk = Vif-A3F binding inhibition | HeLa A3F-eYFP + Vif (tagged APOBEC3F with the HIV-1 protein that degrades it), YFP fluorescence increase | Potency, µM (titrated, usually from 46.1 µM), inactives show at the top dose activity, negative = active | hit rate 0.2% among 390,000; also: potency is read from the fitted curve at half-maximal effect; % of control where 0% means no effect; nearly all actives have a fitted effect of over 65% in size
#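 HeLa cells stably expressing Vif plus C-terminally eYFP-tagged A3F were seeded, incubated overnight at 37 deg C, dosed with compound, incubated overnight again at 37 deg C. Yellow fluorescence (Ex 488/Em 500-530) reported blocked Vif-mediated A3F-eYFP degradation.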
# Vif-APOBEC3G blk = Vif-A3G binding inhibition; Q9HC16; Potency, µM (highest dose often 46.1 µM), inactives show at the highest dose activity, negative = active, usual class: inhibitors; hit rate 0.076% among 410,000; HeLa A3G-eYFP + Vif (tagged APOBEC3G with the HIV-1 protein that degrades it), YFP fluorescence, overnight;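 also: potency is read from the fitted curve at half-maximal effect; % is scaled to controls: 0 for no effect and ±100 for the full control effect; nearly all actives have a fitted effect of over 60% in size; hits raise eYFP signal because A3G escapes Vif-driven loss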
# Target sequence (Q9HC16 whole entry, looked up): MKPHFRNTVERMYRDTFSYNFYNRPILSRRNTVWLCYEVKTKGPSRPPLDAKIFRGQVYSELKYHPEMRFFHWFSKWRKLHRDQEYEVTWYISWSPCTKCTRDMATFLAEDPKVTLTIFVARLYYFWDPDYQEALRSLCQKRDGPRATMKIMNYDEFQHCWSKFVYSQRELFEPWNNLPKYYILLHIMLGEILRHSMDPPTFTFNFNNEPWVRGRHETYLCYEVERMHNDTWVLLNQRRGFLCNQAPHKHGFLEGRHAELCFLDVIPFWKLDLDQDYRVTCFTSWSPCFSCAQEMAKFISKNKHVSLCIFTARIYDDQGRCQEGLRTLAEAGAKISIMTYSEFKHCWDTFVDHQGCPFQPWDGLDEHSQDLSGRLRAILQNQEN
#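 HeLa cells stably expressing Vif and C-terminally eYFP-tagged A3G, seeded overnight at 37 deg C, then exposed to compound by pintool overnight at 37 deg C. Rise in yellow fluorescence (Ex 488/Em 500-530, Acumen) marks blocked Vif-driven A3G degradation.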
# 12-LOX inh = inhibitors of human 12S-lipoxygenase ALOX12 | P18054 | purified 12hLO, xylenol orange hydroperoxide absorbance | Potency, µM (doses to about 108 µM), inactives show at the highest dose activity change, negative = inhibition, hits mostly inhibitors | hit rate 1.1% among 580,000 | AID 1671190; also: potency is read from the fitted curve at half-maximal effect; % is scaled to controls: 0 for no effect and ±100 for the full control effect
# Target sequence (P18054 whole entry, looked up): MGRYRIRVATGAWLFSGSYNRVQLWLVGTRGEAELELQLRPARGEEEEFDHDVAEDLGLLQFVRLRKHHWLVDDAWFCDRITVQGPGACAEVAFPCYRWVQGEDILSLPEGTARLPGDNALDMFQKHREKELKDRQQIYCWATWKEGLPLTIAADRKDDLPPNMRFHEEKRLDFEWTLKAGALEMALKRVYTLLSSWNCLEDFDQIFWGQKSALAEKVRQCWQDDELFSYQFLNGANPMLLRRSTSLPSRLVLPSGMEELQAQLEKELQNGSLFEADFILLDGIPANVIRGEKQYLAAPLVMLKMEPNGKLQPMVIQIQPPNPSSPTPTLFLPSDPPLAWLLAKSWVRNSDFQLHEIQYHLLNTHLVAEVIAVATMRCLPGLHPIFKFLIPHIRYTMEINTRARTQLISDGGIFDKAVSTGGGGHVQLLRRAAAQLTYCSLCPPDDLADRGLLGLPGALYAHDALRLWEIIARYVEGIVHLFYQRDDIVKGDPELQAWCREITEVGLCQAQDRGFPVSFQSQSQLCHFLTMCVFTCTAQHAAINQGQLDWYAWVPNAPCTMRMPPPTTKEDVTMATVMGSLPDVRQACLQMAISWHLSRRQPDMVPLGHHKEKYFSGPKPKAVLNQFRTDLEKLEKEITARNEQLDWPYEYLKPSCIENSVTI
#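 Purified human 12hLO (150 nM final) in 25 mM Hepes, 0.01% Triton X-100, pH 7.0 was preincubated 15 min at room temperature with compound. Then 40 uM arachidonic acid was added, 30 min. Hydroperoxide was read by Fe-XO absorbance ratio 573/405 nm.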
# D2 agonist = agonists of human D2 dopamine receptor; P14416; HEK293 T-REx D2 cells, calcium flux agonist mode; activation, % at 2 µM; hit rate 0.53% among 340,000;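 active = activation over 3 SD above normal in the single-dose calcium agonist read, cut at about 30% in these data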; also: 0% is about no effect
#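 In this primary screen, compounds producing a positive calcium signal within 180 s of addition to tetracycline-induced, force-coupled HEK293 Trex D2 cells are flagged; cells are dye-loaded with a no-wash calcium kit beforehand.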
# ERG Ets-DNA blk = ERG Ets/DNA interaction inhibition; hit rate 0.028% among 370,000; P11308; fluorescence polarization, His-ERG Ets domain / labelled DNA; Potency, µM (highest dose often 76.9 µM), for the others: top-dose FP activity, negative = inhibition, hits mostly inhibitors; active = well fitted inhibition curve with a large enough effect in the polarisation, with a control signal flat; inconclusive = small, poorly fitted or top-dose-only effect, or effect the other way, or a change in a side signal; inactive = no such curve, though single readings can be large or run the other way; the % refers to the polarisation;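 also: polarization taken with two DNA probes labelled with fluorescein and Texas red; potency is read from the fitted curve at half-maximal effect; % of control where 0% means no effect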
#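 His-tagged ERG Ets domain (1 uM in the protein solution; 300mM KCl, 50mM Tris-HCl, 1mM EDTA, 1mM DTT, pH 7.5) received compound, then a probe mix of 5 nM fluorescein-DNA and 100nM Texas-615-DNA. Fluorescence polarization was read for both dyes.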
# GRP78 ERSR act = inducers of ER stress response in human glioma cells; U87-MG GRP78 promoter luciferase reporter, 16 h; Potency, µM, for inactives: top-dose activation, most hits filed as activators; hit rate 0.02% among 420,000; also: potency is read from the fitted curve at half-maximal effect; series mostly up to about 76 µM; % of control where 0% means no effect; nearly all actives have a fitted effect of over 35% in size
#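 Stably transfected U87-MG glioma cells carrying a GRP78-based luciferase sensor; 16 h compound incubation. Luminescence end-point read 10 min after Bright-Glo addition at room temperature.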
# LDHA block = LDHA (human) enzyme inhibition. purified LDHA, NADH/diaphorase-resazurin fluorescence; stronger effect = lower value. P00338. activity change, % (values are at about 110 or 230 µM). hit rate 0.15% among 480,000; in the data active = activity change below about -30%; inconclusive = mostly about -25% to -30%;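 also: plate controls were DMSO wells for no effect and wells without enzyme for full effect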
#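 Remaining NADH was detected by diaphorase (0.133 mg/mL) converting 37 µM resazurin to fluorescent resorufin, read at 0 and 20 minutes. The preceding 5-minute room-temperature reaction used 2 nM LDHA, 0.2 mM sodium pyruvate and 0.06 mM NADH at pH 7.4.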
# D2 antag = antagonists of human D2 dopamine receptor | HEK293 TREx D2 cells, calcium flux, dopamine EC80 | inhibition, % at 10 µM | hit rate 2% among 340,000; in the data active = inhibition above about 30%; also: 0% is about no effect
#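 HEK293 T-REx D2 cells, tet-induced, calcium dye no-wash. Cpd pintool add, 180 s kinetic, then EC80 DA, 180 s kinetic. Ca flux read.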
# Starred values were filed as active, the others as inactive; u = inconclusive; x = not tested or not shown; & = joins results of further samples; [ ] = dose if it differs, or a comment. Unless noted, calls follow the shape of the dose curve; as a rule, active = well fitted curve in the direction sought with a large enough effect; inconclusive = small, poorly fitted or top-dose-only effect, or another doubt; inactive = no such curve, though single readings can be large; an effect the other way counts as inactive or inconclusive. A portion of the library; count on the stated rates, not on these rows.
No.	smiles	RGS4 inh	Vif-APOBEC3F blk	Vif-APOBEC3G blk	12-LOX inh	D2 agonist	ERG Ets-DNA blk	GRP78 ERSR act	LDHA block	D2 antag
1	O=C(c1cccnc1)N1CCN(c2ccc(Cl)cc2)CC1	-23%	-5%	-1%	-10%	2.5	4%	-3%	-2	3
2	CCOC(=O)c1c(C)oc2ccc(OC(=O)c3cccs3)cc12	-23%	1%	0%	0%	x	-4%	1%	1	x
3	Cc1ccc(S(=O)(=O)N(CC(=O)N2CCN(c3ccc(F)cc3)CC2)C2CCCCC2)cc1	-17%	-3%	2%	0%	-0.4	4%	-2%	-5	6
4	CC(O)CNCCNCc1cccs1 (centres undefined)	-14%	u	0%	-8%	0.5	-5%	-3%	-8	-18
5	Cc1cc(C)c(C(=O)CN2C(=O)NC3(CCCCC3)C2=O)cc1C	14%	7%	5%	9%	-0.1	-6%	5%	-3	10
6	O=C(CSc1nnc(CNC(=O)c2c(F)cccc2Cl)o1)NCc1ccc2c(c1)OCO2	-21%	0%	6%	0%	0.5	6%	-6%	-6	12
7	Cc1nc2ncnn2c(C)c1CCC(=O)Nc1ccc(S(=O)(=O)N2CCCCCC2)cc1	18%	-7%	5%	7%&-10%	x	-11%	-1%	-4&-14	x
8	CC(=O)OC1c2ccccc2C(=O)N1Cc1ccccc1Cl (centres undefined)	0%	1%	1%	8%[57.4 µM]	-0.3	-4%	-6%	-8	-1
9	CC(C)N(C(=O)[C@H]1C[C@H](CC(=O)NCCC2=CCCCC2)C(=O)N2CCc3c([nH]c4ccc(Cl)cc34)[C@]12C)C(C)C	13%	-12%	-21%	-4%	x	7%	1%	-10	x
10	COc1ccc(-c2nc3c(-c4ccc(F)cc4)cnn3cc2C)cc1F	23%	u	-4%	0%	1.1	6%	-3%	-3	-1
11	Cc1ccc(CNC(=O)Cc2ccc(-c3ccccc3)cc2)cc1	-21%	-5%	u	18%	0.4	-1%	0%	-3	17
12	Cc1nc(SCC(N)=O)c([N+](=O)[O-])[nH]1	-26%	0%	4%	u	-0.1	-1%	-1%	4	2
13	COC(=O)CCCNc1ncccc1[N+](=O)[O-]	-6%	-7%	7%	0%	1.0	-8%	-1%	-11	8
14	CC(=O)N1CCN(c2nc3c(C)ccc(Cl)c3s2)CC1	10%	u	-7%	-30%	0.3	9%	3%	1	x
15	COc1ccc(CCC(=O)NCC23CC4CC(CC(C4)C2)C3)cc1	3%	3%	8%	7%	0.5	1%	-3%	1	-20
16	COc1ccc(O)c(C(=O)c2cnc3onc(C(C)C)c3c2)c1	12%	2%	-5%	-12%	-0.4	4%	-2%	0	0
17	COc1ccc(Cn2c(=S)[nH]c3cc(C(=O)NCCCN4CCOCC4)ccc3c2=O)cc1	-32%	-9%	-3%	-5%	0.8	7%	-4%	0	36*
18	CC(C)C(=O)Nc1ccc(NC(=O)c2ccccc2Cl)nc1	-23%	2%	0%	0%	1.0	-5%	6%	1	-6
19	CC(C)c1ccc(NC(=O)Cn2nnc(C(=O)NCc3ccco3)c2N)cc1	-20%	5%	-1%	u	-1.3	-9%	-3%	-14	-8
20	COc1ccccc1OCCCCN1CCN(C(c2ccccc2)c2ccccc2)CC1	-7%	-37%	-6%	u	25	5%	-5%	-7	61*
21	O=C(CS(=O)(=O)c1cccc2nsnc12)N1CCN(c2ccccc2)CC1	10%	-3%	1%	-13%	1.7	-2%	-3%	5	x
22	Cc1nc(C)c(-c2ccc(SCc3ccc([N+](=O)[O-])cc3)nn2)s1	-21%[56.9 µM]	-6%	5%	-14%	-0.7	0%	-2%	2	-9
23	Cc1ccc(NC(=O)CCOc2ccccc2C)cc1C	8%	11%	-1%	8%	-2.0	-2%	0%	6	12
24	COc1ccccc1C(=O)Nc1ccccc1C(=O)N1C(C)CCCC1C (centres undefined)	-5%	-5%	2%	-4%	-0.7	2%	1%	-2	48*
25	Cc1c(C(=O)O)sc2nc3n(c(=O)c12)CCC3	-21%	-23%	-6%	-13%	0.8	-3%	-4%	-1	2
26	CC(=O)N/C(=C\c1ccc(F)cc1)C(=O)NC(Cc1c[nH]c2ccccc12)C(=O)O (centres undefined)	15%	9%	1%	-10%	0.3	6%	-4%	-7	8
27	CN(Cc1cccs1)C(=O)Cn1cnc2cc([N+](=O)[O-])ccc2c1=O	8%	0%	-1%	u	x	2%	-2%	-14	x
28	Cc1nn(CC(=O)N(C)C2(C#N)CCCCC2)c(C)c1[N+](=O)[O-]	27%	13%	0%	166%[activator]	0.7	1%	-4%	-1	15
29	COc1cccc(C(=O)Nc2nnc(-c3ccc(OC)cc3OC)s2)c1	10%	-4%	-3%	-2%	0.6	-1%	3%	-1	-15
30	COC(=O)c1ccc(S(=O)(=O)N2CCCN(Cc3ccc(F)cc3)CC2)n1C	2%	1%	4%	207%[activator]	-0.7	8%	-2%	-5	-9
31	CCN(CC(=O)Nc1c(F)cccc1F)C(=O)c1ccc(=O)[nH]c1	1%	-16%	0%	x	1.3	6%	-1%	-6	-6
32	N=C1C(c2nc3ccccc3s2)=C(O)CN1c1ccccc1	-12%	-14%	u	0%	0.5	-17%	-1%	-8	-13
33	COc1ccccc1N(C(=O)CNC(=O)c1ccco1)C(C(=O)NC1CCCC1)c1ccncc1 (centres undefined)	-15%	-2%	2%	0%	0.4	9%	-3%	0	7
34	CC1CCCCC1NC(=O)c1cc(=O)[nH]c2ccccc12 (centres undefined)	9%	4%	0%	0%	1.3	-2%	-1%	-14	8
35	CC(=O)c1c(C)[nH]c(C(=O)Nc2ccccc2N2CCOCC2)c1C	11%	6%	-3%	-2%	x	-7%	-7%	-7	x
36	COC(=O)Cc1[nH]nc2c1C(c1cccc(OC)c1OC)C(C#N)=C(N)O2 (centres undefined)	9%[11.4 µM]	6%	1%	-7%	0.5	-8%	-3%	-2	-10
37	Cc1nn(C)c(C(=O)N/N=C/c2ccncc2)c1Cl	-4%	8%	0%	0%	1.3	-19%	-1%	-6	-10
38	Cc1cc(NCCCN)nc(-c2ccccc2O)n1	-34%	x	-1%	0%	-2.0	12%	-2%	5	2
39	CCSc1nc2ccccc2n1C(=O)Oc1ccccc1	-52%	-4%	1%	35%[activator]	x	0%	-3%	-6	x
40	Cc1ccc(C2=NOC(c3nnc(-c4ccccc4)o3)C2)cc1 (centres undefined)	11%	-2%	-3%	13%	x	10%	2%	-6	x
41	CCSc1nn(CC(=O)Nc2ccc(C(=O)OC)cc2)c(N)c1S(=O)(=O)c1ccc(C)cc1	-7%	-10%	-4%	-29%	0.2	3%	-2%	-8	x
42	CCCC(=O)C1=C(N2CCCC2)CC(C)(C)C(C(=O)OC)C1=O (centres undefined)	-7%	5%	-1%	181%[activator]	-0.7	-8%	-4%	-2	-1
43	CCc1c(C)sc2c1CCN(Cc1ccc(C#N)cc1)C2c1ccccc1 (centres undefined)	7%	-3%	-2%	67%[activator]	-1.6	3%	-3%	-5	x
44	CCC1CN(C(=O)N2CCC(C(=O)NCCN(CC)CC)CC2)c2ccccc2O1 (centres undefined)	17%	-6%	0%	-6%	4.5	5%	-4%	-6	x
45	Cc1ccnc(NC(=O)CNC(=O)c2ccco2)c1	27%	0%	1%	-17%	1.3	1%	-2%	-3	21
46	COc1ccccc1CNC(=O)c1sc2nc3n(c(=O)c2c1C)CCC3	-5%	1%	-1%	-6%	-0.8	3%	-3%	-3	x
47	CN(C)CCN(C(=O)CCc1ccccc1)c1nc2c(F)cc(F)cc2s1	33%	-21%	2%	u	0.4	-11%	1%	-4	-8
48	CCOC(=O)CSc1nnc(NC(=O)CN2CCN(C=O)CC2)s1	-1%	1%	-1%	-1%	0.1	12%	-4%	-3	14
49	COc1ccccc1CNC(=O)C1CCC(CNC(=O)[C@@H]2Cc3ccccc3CN2)CC1 (some centres undefined)	3%[56.9 µM]	-18%	-3%	10%	-1.7	12%	-3%	-1	-24
50	CCOc1cc(/C=C2/NC(=O)N(CC(=O)OC)C2=O)ccc1O	-11%	-1%	0%	1%	-0.1	-6%	1%	6	-4
51	Cc1c(C(=O)O)cccc1-c1ccc(/C=C2/NC(=O)N(c3ccccc3)C2=O)o1	13%	3%	0%	-3%	0.3	8%	1%	2	-6
52	Cc1ccc(OC(=O)CSc2nnc(-c3cccs3)o2)cc1	-14%	9%	2%	-6%	-0.1	4%	-4%	-1	x
53	Cc1cc(C(=O)OCC(N)=O)c(C)n1-c1ccccc1	u	0%	-6%	x	-0.1	-8%	3%	-12	-3
54	O=C(COC(=O)/C=C/c1ccc(Cl)cc1)NCc1cccs1	x	-1%	-1%	1%	x	x	-3%	-6	x
55	CC(C)CC(NC=C1C(=O)OC(C)(C)OC1=O)C(=O)O (centres undefined)	-6%	-13%	0%	0%	-0.4	4%	-3%	0	-2
56	CCNS(=O)(=O)c1ccc(NC(=S)NCc2ccco2)cc1	-30%	3%	1%	-13%	0.7	8%	-1%	0	-3
